RAD54 inh: blocks human RAD54 Holliday junction branch migration; Q92698; FAM/BHQ fluorescence; inhibition, % at 10.4 µM; hit rate 0.14% among 360,000; AID 602329;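 active = mean normalized replicate activity at least 40 and at least half of replicates scoring 40 or more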;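 also: 0% = median of neutral control wells and 100% = median of positive control wells; inhibitors cause a drop in the FAM fluorescence signal; in these data hits start at about 50%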
RAD52 inh: RAD52 (human) annealing inhibition; P43351; recombinant RAD52 DNA annealing, FRET fluorescence; inhibition, % at 18.7 µM; hit rate 0.46% among 360,000; AID 651710;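 active = every replicate showing at least 50% inhibition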
Target sequence (P43351 whole entry, looked up): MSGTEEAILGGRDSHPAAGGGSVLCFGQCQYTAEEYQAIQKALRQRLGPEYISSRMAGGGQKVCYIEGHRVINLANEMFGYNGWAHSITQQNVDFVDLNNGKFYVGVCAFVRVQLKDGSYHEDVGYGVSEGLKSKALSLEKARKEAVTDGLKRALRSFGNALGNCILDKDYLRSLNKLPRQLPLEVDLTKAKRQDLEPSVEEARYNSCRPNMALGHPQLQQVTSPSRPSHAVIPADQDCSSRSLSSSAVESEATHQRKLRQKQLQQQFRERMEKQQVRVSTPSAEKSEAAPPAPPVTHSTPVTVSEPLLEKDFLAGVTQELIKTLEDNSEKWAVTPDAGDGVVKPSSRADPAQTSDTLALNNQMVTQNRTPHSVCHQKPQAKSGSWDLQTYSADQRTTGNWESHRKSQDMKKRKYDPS
esBAF inh: SWI/SNF esBAF complex inhibition; mouse ES cells, Bmi1-luciferase knock-in reporter, 24 h; 100% = twice the neutral-well signal; reporter increase, % at 12.5 µM; hit rate 2% among 350,000; in the data active = activation above about 40%;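 also: 0% = median of the plate's neutral control wells and 100% = double that signal; a rise in the Bmi1 reporter signal indicates esBAF inhibition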
E-selectin induc: induces E-selectin expression in human endothelial cells; HUVEC E-selectin immunofluorescence imaging; normalized: neutral wells 0, TNF-alpha wells 100; AID 686992; hit rate 0.37% among 260,000; activation, % at 7.58 µM;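 active = mean E-selectin-positive cell signal at least 10% of the positive control, reached in at least 60% of replicates, without over 20% cell loss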;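 also: in these data hits start at about 27%; measured in HUVEC primary endothelial cells; signal is the percent of cells scored E-selectin positive by PE staining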
Target sequence (P16581 whole entry, looked up): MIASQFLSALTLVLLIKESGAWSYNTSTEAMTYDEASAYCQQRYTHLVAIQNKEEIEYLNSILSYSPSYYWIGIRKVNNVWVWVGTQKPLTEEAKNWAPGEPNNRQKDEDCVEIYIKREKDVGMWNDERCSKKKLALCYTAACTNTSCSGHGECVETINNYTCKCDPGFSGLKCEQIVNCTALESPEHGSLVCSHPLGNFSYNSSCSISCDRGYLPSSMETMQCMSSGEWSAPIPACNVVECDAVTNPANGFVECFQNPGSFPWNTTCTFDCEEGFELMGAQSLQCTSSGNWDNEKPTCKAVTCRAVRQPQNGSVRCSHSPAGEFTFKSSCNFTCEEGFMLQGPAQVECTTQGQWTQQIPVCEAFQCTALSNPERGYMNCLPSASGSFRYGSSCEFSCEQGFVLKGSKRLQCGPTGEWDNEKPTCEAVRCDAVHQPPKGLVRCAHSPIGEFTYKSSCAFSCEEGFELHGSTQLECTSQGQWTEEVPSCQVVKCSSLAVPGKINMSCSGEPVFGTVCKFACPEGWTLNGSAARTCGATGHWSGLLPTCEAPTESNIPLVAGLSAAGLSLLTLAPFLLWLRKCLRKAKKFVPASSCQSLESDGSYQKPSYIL
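Assay system: HUVEC, human umbilical vein endothelial cells / Amount: 3,000 HUVEC/well / Controls: TNF-alpha positive control, DMSO neutral control / Compound dosing: single concentration / Medium: EGM-2 over gelatin coat / Evaluation: percent E-selectin-positive cells / Signal: immunofluorescence imaging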
PglD inh: PglD (C. jejuni) enzyme inhibition | hit rate 0.098% among 360,000 | purified PglD enzyme, DTNB colorimetric CoA detection | inhibition, % at 12.5 µM; in the data active = inhibition above about 16%, passing the limit was not always enough; also: strong numbers were not always called active
ARNT TACC3 PPI: disruptors of human ARNT/TACC3 interaction | AlphaScreen His-ARNT PAS-B/GST-TACC3 binding, luminescence; TACC3 fragment carries E629A point mutation | inhibition, % at 9.99 µM | hit rate 0.66% among 390,000;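 active = mean inhibition of replicates at least 50% and at least half of replicates each reaching 50%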;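 also: 0% = complete ARNT plus TACC3 wells and 100% = ARNT alone without TACC3; many hits fall short of the cut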
ERp5 block: ERp5 (human) disulfide isomerase inhibition; ERp5 insulin aggregation, absorbance 650 nm, 90 min; inhibition, % at 9.99 µM; hit rate 0.05% among 350,000; Q15084;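 active = mean replicate inhibition above about 25%, with every replicate also reaching it, limit read from the data, passing the limit was not always enough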
Casp6 inh: caspase-6 (human) enzyme inhibition; inhibition, % at 12.5 µM; purified caspase-6, Z-VEID-R110 cleavage fluorescence; AID 686996; P55212; hit rate 0.53% among 350,000;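 active = mean inhibition across replicates at least about 35%, with every replicate also reaching that limit, limit read from the data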;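 also: 0% = median of neutral control wells and 100% = no fluorescence left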
An asterisk follows results filed as active; x = no result given. This is a random part of the collection, and some 3.2% of all compounds hit somewhere here.

cpd	SMILES	Casp6 inh	RAD54 inh	ARNT TACC3 PPI	E-selectin induc	RAD52 inh	ERp5 block	esBAF inh	PglD inh
1	CCOC(=O)CN(C(=O)Cn1nnc(-c2ccc(OC)cc2)n1)C(C(=O)NC1CCCC1)c1ccc(F)cc1 (stereo not given)	1	-5	-1	x	-6	4	-3	0
2	Cn1nnnc1SCc1ccccc1[N+](=O)[O-]	x	-17	-6	x	x	x	-4	13
3	COc1ccc(CC(=O)OCn2nnc3ccccc3c2=O)cc1	x	-1	-5	x	x	x	-8	2
4	COc1cccc(NS(=O)(=O)c2ccc3c(c2)CCN3C(C)=O)c1	5	1	-5	0.0	-7	4	4	-2
5	O=S(=O)(NCCc1ccccc1)c1ccc(F)cc1	-4	-2	-5	-1.2	3	1	1	1
6	C=CCn1c(SCC(=O)Nc2cc(C)c(Cl)cc2OC)nnc1-c1ccco1	1	2	-5	x	-15	1	-7	-6
7	CCc1ccc(CCC(=O)Nc2sc(C)c(C)c2C(=O)OC)o1	4	5	-25	x	-19	8	-4	-2
8	Cc1noc(C)c1NC(=O)Nc1ccc2c(c1)CC(=O)N([C@H](C)CO)C[C@@H](C)[C@H](CN(C)S(C)(=O)=O)O2	x	0	5	-7.4	x	x	2	2
9	Cc1ccc(C(=O)n2nc(-c3ccccc3)nc2NCc2ccco2)cc1	2	-1	23	x	-15	6	12	1
10	CCC(CC)C(=O)c1c[nH]c(C(=O)NCCCN2CCOCC2)c1	x	-16	0	-2.2	x	x	-4	2
11	CCN(CC)S(=O)(=O)c1ccc(Cl)c(NC(=O)c2cc(Cl)cc(Cl)c2)c1	2	x	-5	x	-19	-4	x	x
12	COC(=O)c1sccc1NC(=O)Nc1ccc(Cl)c(Cl)c1	x	-2	-1	x	x	x	-6	-6
13	C[C@H](NC(=O)[C@@H]1N[C@@H]2c3ccc(C4=CCCC4)c(=O)n3C[C@@H]2[C@H]1CO)c1ccccc1	-1	-1	-2	-0.1	-48	-4	0	1
14	CN(C)c1ccc(/C=N/NC(=O)CCCO)cc1	-4	x	-6	x	4	7	x	x
15	C=CCn1c(=O)c2c3c(sc2n2c(Nc4ccc(C(=O)OCC)cc4)nnc12)CCCC3	x	3	24	x	x	x	-1	3
16	CCOc1ccc(NCCC#N)cc1	x	-9	-5	x	x	x	-4	-1
17	O=C(c1ccc(N2C(=O)c3ccccc3C2=O)cc1)N1CCN(S(=O)(=O)c2ccccc2F)CC1	-2	3	x	-0.1	-45	0	6	-7
18	Cc1cccc(-c2ccc([C@@H]3[C@H](CO)N4CCCCN(Cc5cncnc5)C[C@@H]34)cc2)c1	x	2	12	0.1	x	x	-2	3
19	C[C@@H]1CN([C@H](C)CO)C(=O)c2cc(NC(=O)Cc3ccccc3)ccc2O[C@H]1CN(C)Cc1ccc(C(F)(F)F)cc1	0	2	-3	-2.6	-18	3	0	-1
20	CCc1ccc(NC(=O)CN(c2ccc(OC)cc2)S(=O)(=O)c2c(C)[nH]c(=O)[nH]c2=O)cc1	5	9	0	x	-3	-3	5	0
21	C=CCNC(=O)c1onc(CSc2cccc(Cl)c2)c1C(=O)O	3	2	-2	-0.1	11	-3	7	1
22	CCCn1c(N)c(C(=O)CN(C)CC(=O)Nc2c(C)cc(C)cc2C)c(=O)[nH]c1=O	-4	7	-2	0.5	-3	22	2	1
23	CCOc1ccc2[nH]c3c(=O)n(CCc4ccc(OC)cc4)cnc3c2c1	1	4	-2	5.2	-10	4	-4	1
24	CCOc1ccccc1NC(=O)NNC(=O)COc1cccc(C)c1C	1	-4	-10	1.6	-2	4	-3	-3
25	CC(C)(C)C(=O)/C(C#N)=C/c1ccc(O)cc1	4	5	-13	1.7	-7	-3	x	3

Reprinted at random: 2 compounds from above, in no set order.
cpd	SMILES	Casp6 inh	RAD54 inh	ARNT TACC3 PPI	E-selectin induc	RAD52 inh	ERp5 block	esBAF inh	PglD inh
14	CN(C)c1ccc(/C=N/NC(=O)CCCO)cc1	-4	x	-6	x	4	7	x	x
1	CCOC(=O)CN(C(=O)Cn1nnc(-c2ccc(OC)cc2)n1)C(C(=O)NC1CCCC1)c1ccc(F)cc1 (stereo not given)	1	-5	-1	x	-6	4	-3	0

Continued.
cpd	SMILES	Casp6 inh	RAD54 inh	ARNT TACC3 PPI	E-selectin induc	RAD52 inh	ERp5 block	esBAF inh	PglD inh
26	CN1c2ccc(-c3ccccc3F)cc2[C@@H]2[C@@H](CCN2C(=O)Cc2ccccn2)[C@@H]1CO	-2	6	0	0.5	-18	2	2	-4
27	CO[C@H]1CN(C)C(=O)c2cc(NC(=O)C3CC3)ccc2OC[C@H](C)N(C)C[C@@H]1C	x	-21	x	0.0	x	-1	-1	3
28	CCC(Sc1ccc2nnc(-c3cccnc3)n2n1)C(=O)OC (stereo not given)	1	9	0	1.2	-7	-4	-6	3
29	CC(C)COP(=O)(c1ccc(N(C)C)cc1)C(O)c1ccncc1 (stereo not given)	x	4	-3	x	x	x	-10	3
30	COc1ccc(S(=O)(=O)N(C)C[C@H]2Oc3c(NC(=O)c4cc(C)nn4C)cccc3C(=O)N([C@H](C)CO)C[C@@H]2C)cc1	3	-6	x	-0.1	6	4	1	-4
31	C[C@@H]1CN([C@@H](C)CO)C(=O)Cc2cc(NC(=O)c3ccncc3)ccc2O[C@@H]1CN(C)S(=O)(=O)c1ccccc1	4	1	8	-0.1	-8	-1	4	1
32	CCCN(C(=O)CSc1nc2c(cnn2-c2ccccc2)c(=O)[nH]1)C1CCS(=O)(=O)C1 (stereo not given)	3	-1	-2	-0.2	-10	0	-3	0
33	COc1cc(OC)cc(C(=O)N2CCC(C(=O)Nc3ccc4c(c3)OCCO4)CC2)c1	x	0	-1	-0.5	x	x	x	-2
34	COc1ccccc1CNC(=O)C1CCN(S(=O)(=O)c2ccc3c(c2)OCCO3)CC1	x	-1	-5	0.0	7	-5	-3	0
35	O=C(c1cccc(Br)c1)N1CCN(c2ccccn2)CC1	2	-6	x	0.2	-6	-1	x	0
36	CCOC(=O)CNC(=O)CSc1ncnc2c1cnn2-c1ccccc1	x	-3	-2	x	x	x	3	2
37	Oc1ccc(/C=N/n2c(-c3ccccc3)n[nH]c2=S)cc1	5	-1	3	0.2	-13	-7	-3	-7
38	CC(=O)Nc1cc(NC(C)=O)cc(C(=O)OCC(=O)N2CC(C)OC(C)C2)c1 (stereo not given)	x	5	1	x	x	x	1	2
39	COc1ccc(/C=C/c2n[nH]c(=O)c(C#N)c2C)cc1	0	-7	5	x	-31	5	6	-2
40	O=C(CCCN=C1NS(=O)(=O)c2ccccc21)OCC(=O)c1ccc(F)cc1	0	-1	-1	-0.2	-38	14	-3	-1
41	Cc1cccc(-n2nnc(C(=O)Nc3ccc(F)cc3)c2N)c1	x	3	-5	x	x	x	62*	0
42	O=C(NCCCN1CCCC1=O)NC12CC3CC(CC(C3)C1)C2	x	9	-5	x	x	x	-3	-2
43	COCCn1c(N)c(N(Cc2ccccc2)C(=O)CSCC(=O)Nc2ccc(OC)cc2)c(=O)[nH]c1=O	1	x	3	-1.5	-8	-3	-3	x
44	C[C@H](CO)N1C[C@H](C)[C@@H](CN(C)S(=O)(=O)c2cn(C)cn2)Oc2ccc(NC(=O)Nc3ccccc3)cc2CC1=O	1	10	-13	0.1	6	-1	0	-2
45	C=CCNC(=S)NNC(=O)C(CCCC)CC(C)O (stereo not given)	x	8	-4	x	x	x	-4	-7
46	Cc1nc(-c2ccc(F)cc2)c(CC(=O)N2CCN(S(=O)(=O)c3cccc([N+](=O)[O-])c3)CC2)s1	-1	-2	34	-1.0	-95	-1	-2	3
47	CC1CCCCC1NS(=O)(=O)c1ccc(S(=O)(=O)N2CCN(CCC#N)CC2)cc1 (stereo not given)	45*	-8	x	0.0	-14	-2	-26	5
48	N#CCCN(CCC#N)C(=O)COc1ccc(Cl)cc1Cl	x	4	0	x	x	x	2	0
49	Cc1cc(F)c(F)c(C(=O)N2CCCCC2C)c1Cl (stereo not given)	-1	6	-2	-1.4	1	-2	-1	-2
50	CCn1cc(Cl)c(C(=O)NNC(=O)CCn2nc(C)c([N+](=O)[O-])c2C)n1	1	x	-4	x	-5	6	x	x

Profiles, quoted from the list. Values in the order: Casp6 inh	RAD54 inh	ARNT TACC3 PPI	E-selectin induc	RAD52 inh	ERp5 block	esBAF inh	PglD inh
Shown for Oc1ccc(/C=N/n2c(-c3ccccc3)n[nH]c2=S)cc1 → 5	-1	3	0.2	-13	-7	-3	-7
Shown for Cc1cc(F)c(F)c(C(=O)N2CCCCC2C)c1Cl (stereo not given) → -1	6	-2	-1.4	1	-2	-1	-2
Shown for COc1ccc(S(=O)(=O)N(C)C[C@H]2Oc3c(NC(=O)c4cc(C)nn4C)cccc3C(=O)N([C@H](C)CO)C[C@@H]2C)cc1 → 3	-6	x	-0.1	6	4	1	-4
Shown for CN1c2ccc(-c3ccccc3F)cc2[C@@H]2[C@@H](CCN2C(=O)Cc2ccccn2)[C@@H]1CO → -2	6	0	0.5	-18	2	2	-4
Shown for C=CCNC(=S)NNC(=O)C(CCCC)CC(C)O (stereo not given) → x	8	-4	x	x	x	-4	-7

(list continues)
cpd	SMILES	Casp6 inh	RAD54 inh	ARNT TACC3 PPI	E-selectin induc	RAD52 inh	ERp5 block	esBAF inh	PglD inh
51	C/C(N)=C(\C#N)C(=O)NCCc1ccccn1	x	-5	3	x	x	x	-3	0
52	CCOc1ccc(S(=O)(=O)N(C)CC(=O)NC2CC2)cc1	-4	-6	-7	-0.1	-21	-5	-3	0
53	O=C1OC(/C(=C\Nc2ccc(F)cc2F)[N+](=O)[O-])c2ccccc21 (stereo not given)	8	x	7	x	-17	-1	x	x
54	O=C(COC(=O)C1CCN(c2ccc(C(F)(F)F)cn2)CC1)Nc1ccc(F)cc1[N+](=O)[O-]	0	x	0	1.1	0	-3	x	x
55	CCN(C(=O)CC(C)C)c1nnc(Cn2nnc3ccccc32)s1	4	x	-7	x	-17	-1	5	x
56	Cc1onc(-c2ccccc2)c1C(=O)NNC(=S)NC(=O)c1ccc2c(c1)OCO2	1	-1	15	4.2	-3	3	x	-3
57	CCN1CNC(=S)N(c2cccc(C)c2)C1	0	-6	-9	x	-17	x	x	5
58	CCCCn1nc(C(=O)N(C)C2CCCCC2)c2ccccc2c1=O	0	2	-4	-0.9	21	2	-3	-3
59	Cc1noc(C)c1S(=O)(=O)Nc1ccc2c(c1)C(=O)N([C@H](C)CO)C[C@@H](C)[C@H](CN(C)C(=O)CCC(F)(F)F)OCCCC[C@@H](C)O2	-3	3	-3	-0.2	0	0	10	0
60	CCCN(CCC)CC(O)CN1C(=O)NC(C)(C)C1=O (stereo not given)	3	x	-11	x	-17	-1	x	x
61	COc1ccc(N2CCN(C(=O)COCc3cc(-c4ccc5c(c4)OCO5)on3)CC2)cc1	-3	0	-5	x	-5	3	1	3
62	CC(=O)NCCNC(=O)C1(C)Cc2c(-c3ccc(C(N)=O)cc3)ccnc2O1 (stereo not given)	5	-5	x	0.2	-10	0	8	-6
63	CCOC(=O)c1c2n(c3ccc(O)cc13)CCC2	x	-12	0	x	x	x	-2	6
64	COC(=O)CNC(=O)c1ccc2c(c1)S(=O)(=O)c1ccccc1C2=O	x	-3	1	x	x	x	-2	-1
65	N#CC(C#N)=NNc1ccc2cn[nH]c2c1	6	x	x	0.5	-4	-6	x	x
66	CCNC(=O)Nc1ccc2c(c1)C(=O)N(C)[C@H]1CC[C@H](CC(=O)NCC3CC3)O[C@@H]1CO2	x	13	0	0.1	x	x	8	-45

Assay outcomes from PubChem BioAssay.
